Bioassay records deposited in PubChem BioAssay by National Center for Advancing Translational Sciences (NCATS).
Epigenetic reg = derepresses silenced GFP reporter in murine cells; murine LDR cells, GFP reporter derepression, 30 h; AID 1865; Potency, µM (highest dose often 53.9 µM), inactives show top-dose GFP activation, most hits filed as activators; 280,000 tested, 0.2% active; also: potency is read from the fitted curve at half-maximal effect; % of control where 0% means no effect; nearly all actives have a fitted effect of over 60% in size
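Readout is the number of GFP-expressing murine LDR cells, counted by cytometry following washing. Cells were treated with compound for 30 h at 37 C; the stably integrated CMV-GFP locus is normally silent.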
NPSR antagonist = neuropeptide S receptor (human) antagonism, cAMP; CHO-NPSR cells, cAMP TR-FRET, antagonist mode; AID 1461; 220,000 tested, 1% active; Q6W5P4; Potency, µM (titrated, usually from 38.3 µM), for the others: at the top dose activity change, negative = inhibition, hits mostly inhibitors; also: potency is read from the fitted curve at half-maximal effect; % is scaled to controls: 0 for no effect and ±100 for the full control effect; nearly all actives have a fitted effect of over 50% in size; many of its hits are not listed in these tables
Target sequence (Q6W5P4 whole entry, looked up): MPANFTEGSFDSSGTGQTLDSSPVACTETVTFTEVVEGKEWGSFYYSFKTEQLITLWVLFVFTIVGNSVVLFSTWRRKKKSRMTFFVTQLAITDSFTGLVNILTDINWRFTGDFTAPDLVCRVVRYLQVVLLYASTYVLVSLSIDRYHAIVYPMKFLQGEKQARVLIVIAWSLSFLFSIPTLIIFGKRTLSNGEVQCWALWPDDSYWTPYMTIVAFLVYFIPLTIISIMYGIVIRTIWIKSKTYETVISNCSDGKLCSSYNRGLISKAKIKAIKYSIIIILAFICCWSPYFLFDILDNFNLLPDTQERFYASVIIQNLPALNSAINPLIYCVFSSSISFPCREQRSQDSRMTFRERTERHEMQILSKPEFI
IMPase Li inh = membrane-permeable IMPase blocker, potentiated with lithium; CHO-M1 cells, IP1 TR-FRET (IP-One), carbachol + lithium; Potency, µM (top dose mostly 59.4 µM), for the others: at the top dose activity, negative = IMPase inhibition, usual class: inhibitors; 210,000 tested, 0.35% active; AID 1457;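 also: IP1 builds up when IMPase is blocked and the TR-FRET signal falls; potency is read from the fitted curve at half-maximal effect; plate controls were basal vehicle for no effect and high inhibitor control for full effect; nearly all actives have a fitted effect of over 50% in size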
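Lithium-sensitised IP1 accumulation assay; M1-expressing CHO cells treated 30 min at 37C with compound. Competitive antibody detection by time-resolved FRET followed a 10 min room-temperature lysis step.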
L3MBTL1 block = blocks human L3MBTL1 | 230,000 tested, 0.66% active | Q9Y468 | AlphaScreen L3MBTL1–H3K9me1 peptide binding | Potency, µM (titrated, usually from 57.1 µM), for inactives: at the top dose activity, negative = inhibition, usual class: inhibitors; also: potency is read from the fitted curve at half-maximal effect; % is scaled to controls: 0 for no effect and ±100 for the full control effect; nearly all actives have a fitted effect of over 60% in size
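AlphaScreen assay: L3MBTL1 (50 nM final) was preincubated 30 min at room temperature with biotinylated H3(1-15)K9me1 peptide (75 nM final), then 30 min with library compounds; streptavidin donor and nickel chelate acceptor beads (10 ug/mL final) added, 30 min dark.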
KinaseGlo FLuc = counter-screen: inhibitors of Kinase-Glo firefly luciferase; Q27757; Kinase-Glo luciferase, ATP luminescence, 8 min; Potency, µM (series often up to 38.3 µM), without a hit: at the highest dose activity change, negative = inhibition, usual class: inhibitors; 200,000 tested, 0.28% active; also: potency is read from the fitted curve at half-maximal effect; % is scaled to controls: 0 for no effect and ±100 for the full control effect; nearly all actives have a fitted effect of over 60% in size
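Recombinant Kinase-Glo luciferase, 10 uM ATP (linear range), luciferin; imidazole pH 7.2 / KCl / MgCl2 / Tween / BSA buffer; 8 min RT; luminescence.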
HTT aggregate = reduces HttQ103-GFP aggregates in PC12 cells. Potency, µM (highest dose often 46.1 µM), for inactives: at the top dose activity change, negative = inhibition, usual class: inhibitors. 220,000 tested, 1.1% active. AID 1688. PC12 HttQ103-GFP aggregates, Acumen cytometry, 40 h; also: potency is read from the fitted curve at half-maximal effect; % is scaled to controls: 0 for no effect and ±100 for the full control effect; nearly all actives have a fitted effect of over 60% in size
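Quantitative HTS on tebufenozide-induced (100 nM) PC12 cells stably expressing polyQ103 Huntingtin exon 1–GFP. Reduction of bright GFP aggregates, detected by laser scanning cytometry after lysis, identified actives across the titration.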
CBFb-RUNX1 inh = inhibitors of human CBF-beta and RUNX1 interaction. Potency, µM (top dose mostly 59.8 µM), for the others: top-dose activity, negative = inhibition, actives largely listed as inhibitors. 230,000 tested, under 10 active. AlphaScreen CBFb-His/RUNX1-biotin binding, biochemical; also: % of control where 0% means no effect
Target sequence (Q01196 whole entry, looked up): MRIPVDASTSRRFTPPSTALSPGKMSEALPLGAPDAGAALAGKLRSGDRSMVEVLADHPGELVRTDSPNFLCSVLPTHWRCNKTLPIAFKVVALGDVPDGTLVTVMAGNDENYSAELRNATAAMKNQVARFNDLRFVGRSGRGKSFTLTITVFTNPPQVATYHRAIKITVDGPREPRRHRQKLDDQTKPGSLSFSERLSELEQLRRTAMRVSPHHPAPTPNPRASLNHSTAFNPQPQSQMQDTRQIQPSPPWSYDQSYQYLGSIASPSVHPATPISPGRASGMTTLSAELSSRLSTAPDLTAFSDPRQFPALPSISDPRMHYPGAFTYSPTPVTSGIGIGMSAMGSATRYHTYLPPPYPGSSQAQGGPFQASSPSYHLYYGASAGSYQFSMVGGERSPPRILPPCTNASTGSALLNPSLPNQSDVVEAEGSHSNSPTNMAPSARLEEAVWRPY
Target sequence (Q13951 whole entry, looked up): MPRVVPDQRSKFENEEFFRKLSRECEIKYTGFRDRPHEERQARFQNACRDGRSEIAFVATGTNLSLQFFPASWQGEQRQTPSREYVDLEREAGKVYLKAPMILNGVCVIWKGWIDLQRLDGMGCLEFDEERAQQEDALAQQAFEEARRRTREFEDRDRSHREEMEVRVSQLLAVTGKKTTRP
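AlphaScreen binding: CBFb-His and RUNX1-biotin (30 nM each) preincubated 20 min, compound added for 15 min, then nickel and streptavidin beads for 90 min, all at room temperature. Disruption of the interaction by any mechanism counts as activity.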
* marks the source's active call; other numbers are inactive results; [ ] = another dose, or the depositor's remark. Calls follow the shape of the dose curve; as a rule, active = well fitted curve in the direction sought with a large enough effect; inconclusive = small, poorly fitted or top-dose-only effect, or another doubt; inactive = no such curve, though single readings can be large; an effect the other way counts as inactive or inconclusive.

Cc1ccc(S(=O)(=O)NNC(=O)CCC(=O)Nc2ccc(C)c(C)c2)cc1 was read as Epigenetic reg -0.3%, NPSR antagonist -10%[46.1 µM], IMPase Li inh 6%[38.3 µM], L3MBTL1 block 16%, KinaseGlo FLuc 1%, HTT aggregate 15% and CBFb-RUNX1 inh 1%.
Cc1cc(C(=O)NCc2ccccc2F)cs1 was read as Epigenetic reg 0.1%, NPSR antagonist -9%[46.1 µM], IMPase Li inh 6%, L3MBTL1 block 8%, KinaseGlo FLuc -2%, HTT aggregate 5% and CBFb-RUNX1 inh 4%.
Screening Cc1cccn2c(=O)c3cc(C#N)c(=N)n(CCN4CCOCC4)c3nc12 returned Epigenetic reg -4.5%, NPSR antagonist -13%[46.1 µM], IMPase Li inh -3%[38.3 µM], KinaseGlo FLuc 5%, HTT aggregate -1%[9.22 µM] and CBFb-RUNX1 inh -2%.
C/C(=N\NC(=O)c1ccc([N+](=O)[O-])cc1Cl)c1ccccc1 was read as Epigenetic reg 7.2%, NPSR antagonist 3%, IMPase Li inh 1%, L3MBTL1 block 1%, KinaseGlo FLuc 0%, HTT aggregate 5%[9.22 µM] and CBFb-RUNX1 inh -4%.
`CCCCS(=O)(=O)NC1=NCN(CC)CN1` gave Epigenetic reg -1.4%, NPSR antagonist 0%[46.1 µM], IMPase Li inh -4%[38.3 µM], L3MBTL1 block 1%, KinaseGlo FLuc -1%, HTT aggregate 1% and CBFb-RUNX1 inh 1%.
COc1ccc2cc(C(=O)C3CCCN(C(=O)Cc4c(C)noc4C)C3)ccc2c1 (configuration not stated) was read as Epigenetic reg 2.8%, NPSR antagonist -2%, IMPase Li inh 16%, L3MBTL1 block -7%, KinaseGlo FLuc -1%, HTT aggregate 5%[9.22 µM] and CBFb-RUNX1 inh -1%.
`CCOc1ccc(-n2c(SCC(=O)Nc3ccccc3CC)nc3n[nH]c(C)c3c2=N)cc1` gave Epigenetic reg 5.9%, NPSR antagonist -41%, IMPase Li inh 23%, KinaseGlo FLuc -2%, HTT aggregate -23% and CBFb-RUNX1 inh -7%.
`Cc1cccn2c(=O)c(C=O)c(NCc3ccccc3)nc12` gave Epigenetic reg 1.6%, NPSR antagonist 25%, L3MBTL1 block 12%, HTT aggregate 16%[9.22 µM] and CBFb-RUNX1 inh 20%.
`CCN(CC)c1ccc(-n2c(O)c(C=C3N=c4ccccc4=N3)sc2=S)cc1` gave Epigenetic reg -1.0%, NPSR antagonist 18%, IMPase Li inh -2%, L3MBTL1 block 2%, KinaseGlo FLuc -3%, HTT aggregate 0% and CBFb-RUNX1 inh 7%.
`CC1=NNC(=O)C1CC(=O)N/N=C/c1cccs1` (configuration not stated) gave Epigenetic reg 2.9%, NPSR antagonist 15%, HTT aggregate 4%[9.22 µM] and CBFb-RUNX1 inh 11%.
CCOC(=O)CN1C(=O)N[C@@H](CCc2ccccc2)[C@H](C(C)=O)[C@H]1C was read as IMPase Li inh 17%, KinaseGlo FLuc -4%[7.66 µM] and CBFb-RUNX1 inh -3%[13.1 µM].
`Cc1cc(NC(=O)CSc2nnc(Nc3ccccc3F)s2)no1` gave Epigenetic reg -0.1%, NPSR antagonist 9%, IMPase Li inh -2%, L3MBTL1 block -19%, KinaseGlo FLuc -3%, HTT aggregate -7% and CBFb-RUNX1 inh 9%.
Screening N/C(=N\OS(=O)(=O)c1ccc2ccccc2c1)c1ccccn1 returned Epigenetic reg -3.3%, NPSR antagonist 1%, IMPase Li inh 13%, L3MBTL1 block -10%, KinaseGlo FLuc 8%, HTT aggregate 1% and CBFb-RUNX1 inh -14%.
CCOC(=O)C1(CC)CC(CSc2nc3ccccc3[nH]2)OC1=O (configuration not stated) was read as Epigenetic reg 6.1%, NPSR antagonist -10%[46.1 µM], IMPase Li inh 22%[38.3 µM], KinaseGlo FLuc 0%, HTT aggregate -7% and CBFb-RUNX1 inh 5%.
For COc1ccc(-c2coc3c(OC)c(OC)cc(OC)c3c2=O)cc1 the results were Epigenetic reg -1.3%, IMPase Li inh -2%, KinaseGlo FLuc -3% and CBFb-RUNX1 inh 12%.
Screening CCC(=O)NC(c1ccccc1OC)c1ccc2cccnc2c1O (configuration not stated) returned Epigenetic reg 3.5µM*, NPSR antagonist -7%[46.1 µM], IMPase Li inh 12%, L3MBTL1 block inconclusive, KinaseGlo FLuc 1% and HTT aggregate 3.2µM*.
For COc1ccccc1Nc1nc(Cl)nc(NC(C)(C)C)n1 the results were Epigenetic reg -1.9%, NPSR antagonist inconclusive, IMPase Li inh 18%, L3MBTL1 block 2%, KinaseGlo FLuc 0%, HTT aggregate -16% and CBFb-RUNX1 inh 4%.
Screening O=C(Nc1cc2c(cc1Cl)OCCO2)c1ccco1 returned Epigenetic reg -2.0%, NPSR antagonist 3%[46.1 µM], IMPase Li inh 0%, L3MBTL1 block 2%, KinaseGlo FLuc -3%, HTT aggregate 0% and CBFb-RUNX1 inh 3%.
Screening O=C(CN(Cc1ccco1)C(=O)CCC(=O)Nc1ccccn1)NCCc1ccccc1 returned Epigenetic reg -0.7%, NPSR antagonist -6%[46.1 µM], IMPase Li inh 4%[38.3 µM], L3MBTL1 block -5%, KinaseGlo FLuc -3%, HTT aggregate 1%[9.22 µM] and CBFb-RUNX1 inh 4%.
Screening CCOC(=O)c1ccc(CNC(=O)Cn2nnc(-c3cccc(C)c3)n2)o1 returned Epigenetic reg -1.1%, NPSR antagonist 0%, IMPase Li inh 3%, L3MBTL1 block -8%, KinaseGlo FLuc -2%, HTT aggregate -13% and CBFb-RUNX1 inh 16%.
Cc1cc(C(=O)COc2ccc([N+](=O)[O-])cc2)c(C)n1C1CC1 was read as Epigenetic reg 2.1%, NPSR antagonist 10%, L3MBTL1 block -20%, HTT aggregate -7%[9.22 µM] and CBFb-RUNX1 inh -9%.
`O=CN1CCN(C(=O)CN2C(=O)c3ccccc3C2=O)CC1` gave Epigenetic reg -0.4%, NPSR antagonist 4%[46.1 µM], IMPase Li inh 2%[38.3 µM], L3MBTL1 block 0%, KinaseGlo FLuc 2%, HTT aggregate 4% and CBFb-RUNX1 inh 0%.
Screening CC(Sc1n[nH]c(N)n1)c1nc2scc(-c3cccs3)c2c(=O)[nH]1 (configuration not stated) returned Epigenetic reg -1.0%, NPSR antagonist 8%[46.1 µM], IMPase Li inh 25%[38.3 µM], KinaseGlo FLuc -1%, HTT aggregate 10% and CBFb-RUNX1 inh -7%.
O=S(=O)(Oc1ccccc1N1CCCCC1)c1ccccc1 was read as Epigenetic reg 1.0%, NPSR antagonist 31%, L3MBTL1 block 62%[activator], HTT aggregate 12%[9.22 µM] and CBFb-RUNX1 inh inconclusive.
c1cc(-c2nnc3sc(C4CCCCC4)nn23)ccn1 was read as Epigenetic reg 0.8%, NPSR antagonist 16%[7.67 µM], IMPase Li inh 0%[38.3 µM], L3MBTL1 block 0%, KinaseGlo FLuc -3%, HTT aggregate 13µM* and CBFb-RUNX1 inh 1%.
Clc1cc(Br)ccc1OCCOCCOc1cccc2cccnc12 was read as Epigenetic reg -1.1%, NPSR antagonist -9%[46.1 µM], IMPase Li inh -1%[38.3 µM], L3MBTL1 block 6%, KinaseGlo FLuc -1%, HTT aggregate -15% and CBFb-RUNX1 inh 0%.
For CC1(C)CC(=O)c2c(O)cc(O)cc2O1 the results were Epigenetic reg -1.2%, NPSR antagonist -5%[46.1 µM], IMPase Li inh 17%[38.3 µM], KinaseGlo FLuc 1%, HTT aggregate -19% and CBFb-RUNX1 inh 4%.
COc1cccc(-n2nnc3c(=O)n(CC(=O)NCC4CCCO4)cnc32)c1 (configuration not stated) was read as Epigenetic reg 0.0%, NPSR antagonist inconclusive, IMPase Li inh 26%[38.3 µM], L3MBTL1 block -1%, KinaseGlo FLuc 2%, HTT aggregate -7% and CBFb-RUNX1 inh 6%.
`CCOc1ccc(C(=S)N2CCOCC2)cc1OC` gave Epigenetic reg 0.0%, NPSR antagonist -3%[46.1 µM], IMPase Li inh -5%, L3MBTL1 block -4%, KinaseGlo FLuc 7%, HTT aggregate -5% and CBFb-RUNX1 inh 13%.
Screening C[C@@H]1CC[C@]2(O[C@@H](CCO)C[C@H](O)[C@H]2O)O1 returned Epigenetic reg 11%, NPSR antagonist 12%, IMPase Li inh 6%, L3MBTL1 block 1%, KinaseGlo FLuc 3%, HTT aggregate 8% and CBFb-RUNX1 inh 5%[2.36 µM].
Screening O=S(Cc1ccc(Br)cc1)Cc1nnc(SCc2ccc(Br)cc2)n1-c1ccccc1 (configuration not stated) returned Epigenetic reg 0.0%, NPSR antagonist -46%, IMPase Li inh 6%, L3MBTL1 block 1%, KinaseGlo FLuc 4%, HTT aggregate inconclusive and CBFb-RUNX1 inh -4%.
`Nc1nc(SCC(=O)N2CCc3ccccc32)[nH]c(=O)c1-c1ccccc1` gave Epigenetic reg 1.1%, NPSR antagonist 4%[46.1 µM], IMPase Li inh 16%[38.3 µM], L3MBTL1 block 5%, KinaseGlo FLuc 2%, HTT aggregate 1% and CBFb-RUNX1 inh 5%.
Screening CCC1Cc2c(nc(N)c3c(N)nc(N4CCOCC4)c(C#N)c23)O1 (configuration not stated) returned Epigenetic reg -0.1%, NPSR antagonist -15%, IMPase Li inh -14%, L3MBTL1 block -6%, KinaseGlo FLuc 7%, HTT aggregate -20% and CBFb-RUNX1 inh 17%.
Screening CCOC(=O)c1c(NC(=S)Nc2ccc(OC)cc2)sc2c1CCC2 returned Epigenetic reg 1.3%, NPSR antagonist inconclusive, IMPase Li inh 7%, L3MBTL1 block -27%, KinaseGlo FLuc -2%, HTT aggregate -6% and CBFb-RUNX1 inh -1%.
Screening CC1=C(C(N)=O)C(c2sccc2C)n2nnnc2N1 (configuration not stated) returned Epigenetic reg 0.0%, NPSR antagonist 4%[46.1 µM], IMPase Li inh 16%[38.3 µM], KinaseGlo FLuc 4%, HTT aggregate 23%[9.22 µM] and CBFb-RUNX1 inh 5%.
`CCN(CC)c1ccc(N=Nc2nn(C)c(C)c2[N+](=O)[O-])cc1` gave Epigenetic reg -1.3%, NPSR antagonist -9%, IMPase Li inh 16%, L3MBTL1 block inconclusive, KinaseGlo FLuc -20% and HTT aggregate 23%.
Screening CC(C)NC(=O)C(C)n1cccc1C(=O)c1ccccc1 (configuration not stated) returned Epigenetic reg -1.1%, NPSR antagonist -5%[46.1 µM], IMPase Li inh -15%[38.3 µM], L3MBTL1 block 4%, KinaseGlo FLuc -2%, HTT aggregate 18% and CBFb-RUNX1 inh 5%.

These rows are one share of the data; the hit share may differ from the screen's.
